Screens as filed in PubChem BioAssay.
HTT ATP protect – protects HTT-Q103 PC12 cells, measured by ATP; AID 1471; 0.14% of 230,000 active; PC12 HTT-Q103 induced, cytoprotection, ATP luminescence, 40 h; Potency, µM (titrated, usually from 56.4 µM), for inactives: cytoprotection (ATP increase), usual class: activators;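 also: % of control where 0% means no effect; nearly all actives have a fitted effect of over 45% in size; toxic huntingtin expression switched on by the ecdysone agonist tebufenozide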
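Compounds were screened for protection of PC12 cells against cell death after tebufenozide induction (100 nM final) of mutant Huntingtin exon 1 (Q103) fused to GFP.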
GLA spleen mod – inhibits or activates alpha-galactosidase in human spleen homogenate; 0.008% of 240,000 active; Potency, µM (titrated, usually from 80 µM), for inactives: top-dose activity change, negative = inhibition, most hits filed as inhibitors; AID 2107; human spleen homogenate, 4MU-alpha-Gal fluorescence, 40 min; P06280;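 also: 0% = enzyme with vehicle and -100% = no enzyme basal signal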
Target sequence (P06280 32-429 limits assumed): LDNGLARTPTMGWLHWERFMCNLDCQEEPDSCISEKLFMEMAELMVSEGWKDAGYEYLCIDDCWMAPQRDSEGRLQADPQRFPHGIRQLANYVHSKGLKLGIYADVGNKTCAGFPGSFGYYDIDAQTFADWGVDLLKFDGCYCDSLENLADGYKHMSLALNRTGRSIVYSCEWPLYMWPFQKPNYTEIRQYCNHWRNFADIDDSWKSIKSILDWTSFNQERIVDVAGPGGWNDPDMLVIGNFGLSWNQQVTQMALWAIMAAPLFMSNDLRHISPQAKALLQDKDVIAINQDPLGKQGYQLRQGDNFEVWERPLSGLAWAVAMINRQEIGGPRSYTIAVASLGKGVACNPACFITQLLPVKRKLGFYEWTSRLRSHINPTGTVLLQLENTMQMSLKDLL
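Human spleen homogenate (1 ug) was the enzyme source, with 4-methylumbelliferyl-alpha-D-galactopyranoside (1 mM final) in pH 5.0 citrate buffer with 0.01% Tween-20. Compounds were titrated; after 40 min at 37C, NaOH/glycine stop, 4-MU fluorescence read; AC50 from Hill fits.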
Tau fibril ThT – tau fibrillization inhibition (ThT binding). P10636. 2.1% of 270,000 active. recombinant tau K18 P301L, heparin-induced fibrillization, ThT fluorescence. Potency, µM (series often up to 57.4 µM), inactives show at the highest dose activity, negative = inhibition, actives largely listed as inhibitors; also: % is scaled to controls: 0 for no effect and ±100 for the full control effect; nearly all actives have a fitted effect of over 55% in size
Target sequence (P10636 561-689 P618L limits assumed): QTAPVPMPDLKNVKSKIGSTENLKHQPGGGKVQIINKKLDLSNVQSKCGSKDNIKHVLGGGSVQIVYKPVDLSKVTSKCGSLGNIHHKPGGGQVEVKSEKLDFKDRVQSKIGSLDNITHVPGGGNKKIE
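K18 P301L tau (15 uM + 0.24 uM Alexa 594-tagged), heparin 20 uM, NaOAc pH 7, 6 h 37 C; ThT 30 uM, 1 h RT, ex 450/em 510 nm.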
Tau FP inhib – tau fibrillization inhibition (FP) | K18 P301L tau heparin fibrillization, Alexa594 FP, 6 h | Potency, µM (titrated, usually from 57.7 µM), without a hit: top-dose activity, negative = inhibition, actives largely listed as inhibitors | 0.39% of 280,000 active | AID 1468; also: % is scaled to controls: 0 for no effect and ±100 for the full control effect; nearly all actives have a fitted effect of over 55% in size
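Heparin (20 uM) drove fibril formation of recombinant tau K18 P301L, 15 uM unlabeled with 0.24 uM Alexa 594 label, for 6 hr at 37 C in 100 mM sodium acetate pH 7. Fluorescence polarization (555/632 nm) read 1 hr after 30 uM ThT.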
GAA inh – alpha-glucosidase (human) inhibition | Potency, µM (titrated, usually from 76.9 µM), for the others: at the highest dose activity change, negative = inhibition, actives largely listed as inhibitors | 0.005% of 200,000 active | purified human GAA, 4-MU-alpha-glucoside fluorescence | P10253;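 also: plate controls were uninhibited enzyme wells for no effect and no-enzyme background for full effect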
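Endpoint fluorogenic read: 20 min room-temperature reaction of 4 nM human alpha-glucosidase with 400 uM 4-methylumbelliferyl-alpha-D-pyranoside, pH 5.0, quenched with 1M NaOH/1M glycine pH 10. AC50 from Hill modeling.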
Tau fluor counter – counter-screen for tau fibril formation inhibitors. 0.93% of 280,000 active. tau K18 P301L (four-repeat tau fragment) Alexa594 fluorescence, heparin fibrillization. Potency, µM (highest dose often 57.7 µM), for inactives: at the highest dose activity change, negative = decrease; also: % is scaled to controls: 0 for no effect and ±100 for the full control effect; nearly all actives have a fitted effect of over 55% in size
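Human K18 P301L tau (15 uM unlabeled plus 0.24 uM Alexa 594-labeled, final) in 100 mM sodium acetate pH 7 was mixed with compound and 20 uM heparin and incubated 6 hr at 37 C.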
aGlu spleen mod – lysosomal alpha-glucosidase (human) modulation; P10253; human spleen homogenate, 4-MU-alpha-glucoside fluorescence; Potency, µM (titrated, usually from 79.9 µM), for the others: top-dose activity change, negative = inhibition, actives largely listed as inhibitors; 0.006% of 240,000 active; AID 2112;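 also: 0% = enzyme with vehicle and -100% = no enzyme basal signal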
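Compounds were titrated against alpha-glucosidase in spleen homogenate at pH 5.0, with 1 mM 4-methylumbelliferyl substrate for 40 min at 37 C. Reactions were quenched with pH 10 NaOH/glycine and fluorescence measured.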
GAA glycogen mod – inhibitors or activators of human alpha-glucosidase glycogen cleavage | P10253 | recombinant GAA, glycogen substrate, Amplex Red glucose oxidase fluorescence | Potency, µM (series often up to 76.4 µM), for the others: at the highest dose activity change, negative = inhibition, hits mostly inhibitors | 0.38% of 300,000 active | AID 2100;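 also: 0% = full enzyme reaction and -100% = no-enzyme basal signal; the screen sought inhibitors and activators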
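qHTS, 1536-well; enzyme 4 nM final; cpd up to 77 uM; substrate bovine liver glycogen 30 ug; 50 mM citrate/phosphate pH 5.0, 0.01% Tween-20; 37 C, 40 min; Amplex Red detection 45 min RT; Hill fit → AC50.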
Starred values were filed as active, the others as inactive; ? = inconclusive; nt = not tested or not shown; [ ] = dose if it differs, or a comment. Calls follow the shape of the dose curve; as a rule, active = well fitted curve in the direction sought with a large enough effect; inconclusive = small, poorly fitted or top-dose-only effect, or another doubt; inactive = no such curve, though single readings can be large; an effect the other way counts as inactive or inconclusive. Potency is read from the fitted curve at half-maximal effect.

mol,GAA inh,GLA spleen mod,Tau fluor counter,Tau fibril ThT,HTT ATP protect,aGlu spleen mod,Tau FP inhib,GAA glycogen mod
Cc1ccc(N(CC(=O)Nc2c(C)n(C)n(-c3ccccc3)c2=O)S(C)(=O)=O)c(C)c1,5%,2%,4%,-1%,nt,3%,0%,4%
CCOC(=O)C1CCN(C(=O)Cn2cc3c(n2)CCC(C)C3)CC1 (configuration not stated),-2%,5%,11%,12%,-2%[10 µM],-19%,-2%,1%
O=C(c1c(F)cccc1F)N(Cc1ccccn1)C1CCCC1,-5%,1%,4%,3%,5%[10 µM],3%,0%,5%
COc1ccc(N2C(=O)CN=C2Nc2nc(C)cc(C)n2)cc1,-1%,7%,-6%,-9%,5%[10 µM],11%,3%,-12%
O=C(Cn1cnc2c(nnn2-c2ccccc2)c1=O)NCCc1ccccc1,2%,8%,-8%,-10%,-8%[10 µM],6%,0%,0%
COc1ccccc1-c1cc(C(=O)N/N=C\c2cnn(C)c2C)c2ccccc2n1,2%,2%,-5%,-2%,3%[10 µM],4%,-6%,-5%
CCOc1cccc2c1N[C@@H](c1ccc(C(=O)O)cc1)[C@H]1CC=C[C@@H]21,nt,nt,-26%,?,nt,nt,?,?
COc1cc(OC)cc(C(=O)NC2CCN(CC(=O)Nc3cccc4ccccc34)CC2)c1,6%,-4%,-16%,?,-8%[10 µM],4%,8%,nt
CSc1c(SCc2ccccc2)cnn(-c2ccccc2)c1=O,0%,-5%,-22%,?,-4%[10 µM],-7%,-3%,11%
O=S(=O)(NCc1ccccc1)c1ccc(-c2cnc(C3CC3)o2)cc1,nt,nt,-12%,-6%,nt,nt,-7%,-4%[76.3 µM]
O=C(Nc1nnc(-c2ccccn2)o1)c1cccc(Cl)c1,-5%,5%,-3%,1%,6%,2%,-8%,-2%
Cc1cnc(C(=O)OCC(=O)NC2CCCCCCC2)cn1,-7%,5%,-2%,1%,-37%[inhibitor],-1%,-7%,5%
O=C(COC(=O)/C=C/c1cccc(Br)c1)NCCC1=CCCCC1,-3%,-5%,5%,8%,19%[0.074 µM],-11%,-2%,-20%
CC1CCN(CCCNC(=O)CN2CCN(Cc3ccc(Cl)cc3)C2=O)CC1,-3%,-8%,-7%,1%,11%,-7%,-1%,8%
CC(C)c1ccc(NC(=O)Cn2cccc2C2=NC(c3ccccc3)CO2)cc1 (configuration not stated),-7%,-11%,1%,1%,11%[10 µM],-6%,6%,-7%
COc1ccc(CCNC(=O)c2cc(-c3ccccc3O)n[nH]2)cc1OC,2%,4%,-16%,-25%,-16%,2%,-12%,-3%
Cc1cc(=O)n2[nH]c(C)c(-c3ccccc3)c2n1,5%,-8%,-4%,-8%,7%,-12%,0%,5%
COc1cc(OC)c(NC(=O)Cn2cccc2)cc1Cl,-15%,-4%,-12%,-10%,-4%,-5%,-4%,4%
Cc1ccccc1OCC(O)Cn1c(NCc2ccco2)nc2c1c(=O)[nH]c(=O)n2C (configuration not stated),-3%,6%,-13%,-15%,-28%[10 µM],-3%,-3%,-4%
CC1=C(c2ccc(C)c(C)c2)S(=O)(=O)NC1=NCc1ccccc1Cl,nt,nt,2%,-6%,nt,nt,?,-6%[76.3 µM]
Cc1cc(Br)ccc1SCC(=O)OCC(=O)Nc1ccccc1C#N,0%,4%,-26%,-14%,9%[10 µM],1%,6%,-3%
CC(=O)c1ccc(NC(=S)NCCc2ccccn2)cc1,4%,3%,-3%,?,nt,0%,1%,2%
Cn1nnnc1SCSc1nnnn1C,2%,-8%,-2%,-4%,-30%,-3%,-7%,2%
CC(C)c1ccc(N(CC(=O)NCc2ccc(F)cc2)C(=O)c2csnn2)cc1,11%,0%,-11%,-5%,9%[10 µM],-5%,5%,4%
CC1CN(CCOCCSc2ccccc2)CC(C)O1 (configuration not stated),13%,0%,0%,0%,14%[10 µM],4%,2%,-17%
O=C(NN=C1CCCCC1)c1ccccc1OCc1ccc(F)cc1,2%,-12%,1%,-3%,23%[10 µM],-3%,0%,-11%
Cn1nc(C(=O)N2CCN(c3ccc(F)cc3)CC2)c2c1-c1ccccc1SC2,nt,nt,7.1µM*[quencher],-11%,nt,nt,-6%,-24%[76.3 µM]
CCC(=O)Nc1cc(C(=O)NCC2CCCN2CC)c(OC)cc1N(C)C (configuration not stated),1%,-3%,1%,9%,1%[1.9 µM],-7%,-1%,-1%
O=C(CSc1ncnc2nc[nH]c12)c1ccc([N+](=O)[O-])cc1,-5%,-5%,-16%,?,11%[10 µM],-3%,-6%,3%
O=C(CSCc1c(Cl)cccc1Cl)Nc1nccs1,4%,-4%,-13%,-7%,0%,-6%,2%,-1%
O=C(CCN1C(=O)C2C3C=CC(C3)C2C1=O)Nc1ccc2ncccc2c1 (configuration not stated),-15%,-15%,-2%,-6%,-7%,0%,0%,0%
Cc1cc(NC(=O)c2cc(-c3cccs3)nc3ccccc23)no1,8%,15%,-24%,-15%,-17%,-11%,0%,-3%
Cc1ccc(S(=O)(=O)N2CC(O)CC2C(=O)OCc2nc3sc(C)c(C)c3c(=O)[nH]2)cc1 (configuration not stated),-13%,6%,-13%,-8%,10%[10 µM],-15%,6%,-5%
CCCn1nnnc1NCc1ccc(Cl)cc1Cl,nt,8%,-5%,-3%,-3%[10 µM],7%,-7%,-8%
CCOC(=O)c1sc(Nc2nc3cc4c(cc3s2)OCO4)cc1C,5%,-8%,4.5µM*[quencher],?,17%[10 µM],-11%,-2%,?
CSc1nc(=S)n(Cc2ccccc2)c(C)c1C(C)=O,4%,5%,0%,-1%,nt,2%,3%,6%
Cc1cc(C)nc(N(C#N)CC(=O)N(c2ccccc2)C(C)C)n1,6%,-7%,6%,-4%,31%,-13%,6%,5%
Cc1ccccc1C(=O)NC(=S)Nc1ccccc1C(=O)O,-6%,2%,-5%,-5%,-4%[10 µM],-5%,5%,3%
Cc1ccc(-c2nnc(SCc3nc4ccccc4[nH]3)n2Cc2ccco2)cc1,2%,4%,-8%,-14%,-29%,-6%,4%,0%
Cc1ccc(OCCC(=O)N2CCN(c3ccc(O)cc3)CC2)cc1,nt,0%,-28%,?,15%[10 µM],-10%,-4%,13µM*
COC(=O)C1=C(C(=O)OC)[C@@H]2N(C)c3ccc(OC)cc3[C@@]23C[C@@H](C(=O)OC)N(S(=O)(=O)c2c(C)noc2C)C3=N1,nt,7%[17.5 µM],-15%[11.6 µM],-8%[11.5 µM],10%[10 µM],9%[17.4 µM],6%[11.6 µM],nt
CCC(=O)Nc1ccccc1-c1nc2ccccc2n(CC(=O)c2ccc(C)c(C)c2)c1=O,nt,nt,6%,-1%,nt,nt,1%,19%[76.3 µM]
COC(=O)Nc1nc2ccc(C(=O)c3ccccc3)cc2[nH]1,nt,14%,-7%,2%,-264%[inhibitor],-10%,-1%,nt
CCOc1ccc2oc(=O)cc(CN3CCN(C(=O)c4cccc(F)c4)CC3)c2c1,nt,nt,-25%,?,nt,nt,1%,10%[76.3 µM]
CCOc1ccc(NC(=O)COn2nnc3ccc(S(=O)(=O)N4CCOCC4)cc32)cc1,0%,-2%,-24%,-7%,-15%,-15%,-10%,6%
O=C(/C=C/c1cccc(F)c1)Nc1nccs1,-5%,-2%,-2%,6%,nt,-24%,8%,-12%
O=C(N/N=C/c1ccc(Br)o1)/C(=C/c1ccc([N+](=O)[O-])cc1)NC(=O)c1ccccc1,-16%,-5%,-28%,?,-17%,-20%,6%,-11%
CCN(CC)c1ccc(/C=N/N2C(=O)c3ccccc3C2=O)cc1,-9%,4%,-27%,?,nt,-2%,6%,-7%
O=C(Nc1cccc(NC(=O)c2ccc(-c3cccc(Br)c3)o2)c1)c1ccco1,-3%,15%,?,?,-80%[inhibitor],-8%,-16%,-10%
Cc1cc(-c2cccs2)nc(-n2cccc2)n1,?,-6%,?,?,-13%,-7%,-19%,-3%
C/C(=N\Nc1nc2ccccc2nc1C)c1ccccc1O,1%[15.4 µM],5%,?,?,-31%[10 µM],5%,-5%,-9%
COc1cccc(-c2ccc(C#N)c(OC(=O)c3ccc(Cl)cc3)n2)c1,?,?,-6%,0%,-4%,-4%,3%,7%
O=C(CN1CCN(S(=O)(=O)c2ccccc2[N+](=O)[O-])CC1)NC(=O)NCc1ccco1,-14%,-5%,-4%,-2%,-11%,-4%,3%,-1%
Cc1nn(C)cc1S(=O)(=O)N1CCCC(C(=O)O)C1 (configuration not stated),6%,-2%,0%,-4%,-7%,-7%,-4%,11%
C/C(Cl)=C\COc1cc(C)nc2c(Br)cccc12,-8%,6%,-26%,?,-19%,7%,-8%,14%
CCN(C(=O)c1c(C)cc(=O)oc1C)c1ccc2c(c1)OCO2,0%,-17%,0%,-4%,-19%,-6%,-1%,2%
Cc1ccc2cc(CN(CC(C)C)C(=O)C3CCCO3)c(=O)[nH]c2c1 (configuration not stated),1%,4%,-8%,-16%,12%[10 µM],-2%,7%,-5%
COC(=O)c1c(NC(C)=O)sc2c1CCCCC2,1%,-10%,-6%,?,-17%[10 µM],0%,-1%,8%
N#Cc1c(-n2ncnc2-c2ccc(Br)cc2)sc2c1CCCCC2,nt,nt,-7%,?,nt,nt,-2%,?
CC/C(=N\NC(=O)c1ccoc1C)c1ccc(C)o1,-5%,5%,-7%,3%,-11%[10 µM],9%,-11%,-1%

Looked up by compound from the entries so far (2):
mol,GAA inh,GLA spleen mod,Tau fluor counter,Tau fibril ThT,HTT ATP protect,aGlu spleen mod,Tau FP inhib,GAA glycogen mod
Cc1ccc(-c2nnc(SCc3nc4ccccc4[nH]3)n2Cc2ccco2)cc1,2%,4%,-8%,-14%,-29%,-6%,4%,0%
O=C(N/N=C/c1ccc(Br)o1)/C(=C/c1ccc([N+](=O)[O-])cc1)NC(=O)c1ccccc1,-16%,-5%,-28%,?,-17%,-20%,6%,-11%
